Assay outcomes from PubChem.
CSM14.1 death rescue: protection against thapsigargin-triggered cell killing – 384-well, CSM14.1, ATP luminescence, primary screen (AID 1222); CSM14.1 thapsigargin-induced death rescue, ATP luminescence; higher % means a stronger effect; one-dose cellular ATP content (survival), % at 20 µM; EC50 in µM for titrated hits; 190,000 tested, under 10 active;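 active = EC50 below 50 µM in the dose-response confirmation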;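 note: death triggered by thapsigargin at about 15 µM added after 2 h compound pretreatment; cell ATP read after overnight thapsigargin exposure of roughly 18 to 22 hours; normalized against plate controls of thapsigargin alone and 5% DMSO vehicle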
PMI inhibitors: inhibitors of human PMI, primary screen, biochemical, fluorescence intensity, coupled assay (AID 1209). purified PMI enzyme, coupled fluorescence intensity; higher % means a stronger effect. one-dose inhibition, % at 20 µM; IC50 in µM for titrated hits. actives 0.42% (n = 190,000);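 note: plate controls were DMSO vehicle for no effect and wells lacking substrate for full effect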
K1F lysis inhibition: inhibition of K1F phage lysis, E. coli UTI89, bacterial capsule biogenesis inhibitors, alamar blue (AID 488966) | E. coli UTI89 K1F phage lysis, alamar blue, 2 h; higher % means a stronger effect | inhibition, % at 100 µM; hits with a dose series show IC50 in µM | actives 0.02% (n = 340,000);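 active = phage lysis inhibition, versus mean bacterial control, above a set limit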;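 note: capsule biogenesis inhibitors block K1F phage lysis so surviving cells raise fluorescence; higher fluorescence means more inhibition of phage lysis; actives were called in the ten point dose series up to 300 µM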
PMI inhibition: MPI inhibition at elevated mannose 6-phosphate – biochemical, fluorescence intensity, high mannose 6-phosphate, primary screen (AID 1220); actives 0.66% (n = 190,000); inhibition, % at 20 µM; hits with a dose series show IC50 in µM; recombinant PMI enzyme, coupled fluorescence intensity; higher % means a stronger effect
WT yeast gro inh: growth inhibition of WT yeast, mitochondrial fusion screen | mitochondrial fusion phenotypic screen, WT strain | inhibition, % at 10 µM | actives 2.1% (n = 190,000) | AID 1362; in the data active = inhibition above about 58%; tested in S. cerevisiae
TNAP activation fold: human TNAP enzyme activators, primary screen, biochemical, luminescent, no phosphate acceptor, uHTS (AID 1001) | activation fold at 20 µM; hits with a dose series show EC50 in µM | actives 0.03% (n = 200,000) | purified TNAP, luminescent activation assay, no phosphate acceptor; higher activation fold means a stronger effect; in the data active = activation fold from about 3, or a potency from the dose series; inactive = the rest, 99 in 100 with activation fold below about 1.6; note: many of its hits are not listed in these tables
Myeloid diff 2: compounds promoting myeloid differentiation; ER-HoxA9 myeloid progenitors, lysozyme-GFP differentiation, flow cytometry; actives 1% (n = 360,000); calls only at 10 µM;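 active = normalized GFP-positive differentiation at or above the plate's own cutoff, the solvent-only control mean plus 3 SD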;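 note: cells exposed to compound for four days before flow analysis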
P. falciparum M1AAP: P. falciparum M1AAP inhibitors, biochemical, fluorogenic H-Leu-NHMec substrate, 1536-well (AID 1445) | recombinant M1AAP, H-Leu-NHMec fluorogenic kinetic assay; higher % means a stronger effect | inhibition, % at 30 µM, or IC50 in µM where a hit was titrated | actives 0.42% (n = 220,000);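 active = primary inhibition above the hit cutoff, then over 50% inhibition at one or more dose response concentrations, cut at about 23% in these data, passing the limit was not always enough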;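 note: plate controls were DMSO full reaction for no effect and no enzyme background for full effect; strong numbers were not always called active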
Lipid droplet: modulators of hepatic lipid droplet formation; AID 1656; actives 0.4% (n = 240,000); AML12 mouse hepatocytes, oleate lipid droplets, BODIPY imaging; inhibition, % at 6.5 µM;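 active = lipid droplet intensity inhibited by at least 50%, with more than 500 cells counted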
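Material – mouse AML12 hepatocyte cell line, fixed after treatment · Compound dosing – one dose, 6.5 µM compound · Times – compound with oleate, overnight · Measured by – Image-based BODIPY and DAPI two-channel analysis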
WT yeast gro inh mutant strain: further read-out of WT yeast gro inh, marked with its call; inhibition, %; mitochondrial fusion phenotypic screen, mutant strain inhibition
Lipid droplet cells 6.5 µM: recorded beside Lipid droplet, whose call it bears; cell count; measured here: cell count, cytotoxicity flag;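 cells counted across two imaged fields per well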
Myeloid diff 2 GFP+ MAC1+ %: also measured in Myeloid diff 2; calls as there; GFP+ MAC1+ double positive, %; measured here: differentiation confirmed by MAC1 staining
An asterisk follows results filed as active; i = inactive; · = not tested or not shown; [ ] = another dose, or the depositor's remark. Cut-off read from the data, not from the text of the source, unless noted: active = inhibition above about 50%; inactive = the rest.

Sample of the layout:
SMILES	CSM14.1 death rescue	PMI inhibitors	K1F lysis inhibition	PMI inhibition	WT yeast gro inh	WT yeast gro inh mutant strain	TNAP activation fold	Myeloid diff 2	Myeloid diff 2 GFP+ MAC1+ %	P. falciparum M1AAP	Lipid droplet	Lipid droplet cells 6.5 µM
CCCCCn1c(=O)c(Cc2ccccc2)c(O)c2ccccc21	0.3%	4%	1.8%	3%	1	-2	1	i	5.8	2%	1	655
c1ccc2c(-c3nn4nnnc4c4ccccc34)cccc2c1	0.4%	15%	0.0%	14%	1	-18	1	i	0.5	5%	1	758
O=C1c2cc([N+](=O)[O-])ccc2-c2ncccc21	·	·	-1.2%	·	·	·	·	i	0.7	6%	2	696
COC(=O)/C=C1/S/C(=N/N=C/c2ccc(N(C)C)cc2)NC1=O	-2.3%	9%	·	4%	2	-12	0.9	·	·	-3%	0	646

Results, repeating the preview:
SMILES	CSM14.1 death rescue	PMI inhibitors	K1F lysis inhibition	PMI inhibition	WT yeast gro inh	WT yeast gro inh mutant strain	TNAP activation fold	Myeloid diff 2	Myeloid diff 2 GFP+ MAC1+ %	P. falciparum M1AAP	Lipid droplet	Lipid droplet cells 6.5 µM
CCCCCn1c(=O)c(Cc2ccccc2)c(O)c2ccccc21	0.3%	4%	1.8%	3%	1	-2	1	i	5.8	2%	1	655
c1ccc2c(-c3nn4nnnc4c4ccccc34)cccc2c1	0.4%	15%	0.0%	14%	1	-18	1	i	0.5	5%	1	758
O=C1c2cc([N+](=O)[O-])ccc2-c2ncccc21	·	·	-1.2%	·	·	·	·	i	0.7	6%	2	696
COC(=O)/C=C1/S/C(=N/N=C/c2ccc(N(C)C)cc2)NC1=O	-2.3%	9%	·	4%	2	-12	0.9	·	·	-3%	0	646
COc1ccc(NC(=O)c2cc(-c3ccccc3)oc2C)cc1	-1.9%	8%	1.2%	13%	22	15	1.1	i	0.9	2%	19	745
C/C(=N\N1CCN(c2ccc(Cl)cc2)CC1)c1cccs1	-1.0%	6%	4.4%	12%	9	-8	1.1	i	0.8	-1%	0	590
COCCN1C2=C(COC(C)(C)C2)C(=S)NC1c1ccccc1 (stereo unspecified)	·	·	0.3%	·	·	·	·	i	0.3	3%	-12	713
Cc1nc([N+](=O)[O-])cn1CC(=O)Nc1ccc2c(c1)OCO2	0.0%	-1%	0.4%	-2%	-9	7	1.2	i	0.5	11%	1	685
O=c1oc2ccc(Br)cc2cc1-c1nc2ccccc2o1	-0.4%	2%	0.0%	-1%	-1	5	1.1	i	9.6	3%	·	·
COc1cc(C2CC(=O)Oc3c(C(CCN4CCCC(C)C4)c4ccc(N(C)C)cc4)c(OC)cc(OC)c32)cc(OC)c1OC (stereo unspecified)	·	·	0.2%	·	·	·	·	i	4.2	5%	-2	675
CN(CC(=O)Nc1ccc(F)cc1)CC(=O)Nc1ccc(Cl)c(S(=O)(=O)N2CCOCC2)c1	·	·	0.1%	·	·	·	·	i	0.5	-1%	37	720
N/C(=N\OC(=O)COc1ccc(Cl)cc1Br)c1cccnc1	-2.6%	-4%	0.1%	-11%	-7	-3	1.1	i	0.6	-3%	-2	696
COc1ccccc1Nc1nc2nonc2[nH]c1=O	-0.5%	10%	-0.2%	6%	8	6	1.1	i	0.4	3%	4	639
COc1ccc(Cc2nnc(NC(=O)C(C)(C)C)s2)cc1	-0.7%	3%	-0.5%	-8%	-5	3	1.1	i	0.4	·	-4	710
CC(=O)N1CCc2c(sc(NC(=O)CN3C(=O)c4ccccc4C3=O)c2C(N)=O)C1	0.0%	11%	0.4%	28%	-7	12	1.1	i	3.4	8%	-7	657
COc1ccc(NC(=S)N2CCN(C/C=C/c3ccccc3)CC2)c(OC)c1	0.4%	-1%	-0.2%	-3%	15	19	1.2	i	1.0	2%	-18	559
Nc1ncnc2c1C1(CCCCC1)Cc1ccccc1-2	-1.6%	19%	0.2%[50 µM]	11%	31	17	1.2	i	0.4	-2%	-2	620
CN1C(=O)N2CN(C3CCCCC3)CN3C(=O)N(C)C1C23 (stereo unspecified)	-0.5%	-4%	-2.1%	-3%	-12	-12	1.2	i	17	2%	·	·
C/C(=N/NC(=O)c1cccc(N2CCCC2=O)c1)c1ccncc1	-2.0%	-5%	-1.6%	0%	-11	-9	1	i	0.1	5%	5	746
O=C(O)[C@H](Cc1ccccc1)NC(=O)N1CCN(c2ccccc2)CC1	·	·	0.3%	·	·	·	·	i	0.2	2%	4	720
CC(=O)Nc1ccc(C(=O)CSc2nnnn2C2CCCC2)cc1	2.3%	3%	0.4%	1%	-6	-6	1.1	i	0.2	-4%	-5	713
Cc1ccc(C2CC(c3ccc(F)cc3)Nc3nc(N)nn32)cc1 (stereo unspecified)	·	4%	4.4%	3%	4	-1	1.1	i	1.5	5%	2	657
Cc1cc(C)cc(NC(=S)NCCc2ccc(S(N)(=O)=O)cc2)c1	-4.3%	10%	0.2%	2%	15	2	1.1	i	0.4	-1%	17	620
CCC1(C)NC(=O)N(/N=C/c2cc(OC)c(O)c(OC)c2)C1=O (stereo unspecified)	1.6%	7%	-0.2%	14%	1	-3	1	i	1.1	4%	-13	691
COc1ccc(C)cc1NC(=O)C(Sc1nnc(Nc2ccccc2F)s1)c1ccccc1 (stereo unspecified)	-0.6%	20%	-0.2%[50 µM]	10%	14	-2	1.3	i	0.4	-1%	10	631
O=C(O)CCC(=O)N1CCc2cc(S(=O)(=O)NCc3cccs3)ccc21	-1.0%	-2%	6.0%	1%	21	-3	1.1	i	8.7	-1%	·	·
COc1cccc(C(=O)Nc2nc3ccc(S(C)(=O)=O)cc3s2)c1	-0.8%	-9%	-2.4%	-16%	12	-2	1.1	i	0.2	6%	-6	709
COc1ccc2[nH]cc(CCNS(=O)(=O)Cc3ccccc3)c2c1	0.5%	4%	-0.5%	6%	-14	-8	1	i	0.4	·	4	684
COc1ccc(N(CC(=O)NCc2cccs2)S(=O)(=O)c2c(C)nn(C)c2C)cc1	-1.0%	-12%	-3.1%	-14%	0	-2	0.8	i	4.4	-1%	·	·
O=C1NCCCC2c3c(cc(Br)c(O)c3Br)OC12N1CCOCC1 (stereo unspecified)	1.0%	4%	0.2%	6%	-5	-5	1.1	i	0.8	11%	·	·
COc1cccc2cc(C(C)N(CCCN3CCOCC3)C(=S)Nc3cccc(C)c3C)oc12 (stereo unspecified)	-1.7%	4%	0.5%	4%	-1	19	1.1	i	0.3	1%	5	694
O=C(NC1CCCCCC1)c1c(O)c2ccccc2[nH]c1=O	0.8%	-7%	0.3%	-6%	-8	10	1	i	0.2	-1%	·	·
CCn1c(SCC(=O)N2CCC(C)CC2)nnc1-c1ccc(S(=O)(=O)N2CCN(C)CC2)cc1	0.3%	12%	0.1%	1%	-48	-1	1.1	i	2.5	-1%	-2	762
COc1ccc(NC(=S)Nn2cnnc2)cc1OC	-0.8%	61%*	0.4%	49%	8	3	1.1	i	0.3	5%	4	691
CCCn1c2c(c(O)c(C(=O)Nc3ccc(OCC)cc3)c1=O)CCCC2	0.1%	3%	0.2%	0%	-25	-15	1.1	i	1.0	1%	·	·
CS(=O)(=O)N(CC(=O)NC1CCCC1)Cc1ccc(Cl)cc1	-1.7%	-4%	2.0%	-5%	-3	14	1.1	i	0.5	1%	-19	800
Cc1nn(C)cc1C(C(=O)NC1CCCCC1)N(C(=O)Cc1cccs1)c1ccc(C(C)C)cc1 (stereo unspecified)	-1.4%	10%	-0.1%	8%	-2	-11	1	i	0.6	-3%	·	·
O=C(N/N=C/c1ccc(N2CCOCC2)cc1)c1ccc(NS(=O)(=O)c2cccs2)cc1	-0.3%	4%	0.8%	6%	-9	16	1.2	i	0.3	17%	12	700
CCSC(SCC)[C@H](O)[C@@H](O)[C@H](O)[C@H](O)CO	-2.4%	6%	1.9%	5%	11	-14	1.1	i	2.1	-1%	3	716
CCCc1cc(=O)[nH]c(SCc2cc(C(=O)OC)c(C)o2)n1	6.7%	-5%	1.4%	-3%	20	8	1.1	i	0.6	-15%	·	·
CN(C)S(=O)(=O)c1cccc(NC(=O)CNCc2ccccn2)c1	·	·	0.1%	·	·	·	·	i	0.6	-5%	-1	760
Cc1ccc(C(=O)Nc2ccc3[nH]c(=O)[nH]c3c2)c(C)c1	8.0%	7%	-0.1%	4%	2	11	1.1	i	0.8	2%	-2	713
CCN(CC1COc2ccccc2O1)C(=S)NC1CC2CCC1C2 (stereo unspecified)	-0.8%	12%	-0.2%	9%	67*	25*	1.2	i	0.3	0%	-7	693
CCOC(=O)/C(C#N)=C/c1cc(C)n(-c2ccccc2)c1C	2.0%	15%	0.6%	15%	11	9	1	i	1.6	5%	3	770
CCCCNC(=O)NS(=O)(=O)c1ccc(C(=O)OC(C)C)o1	-0.9%	-4%	0.2%	-4%	7	-10	1.1	i	0.4	6%	·	·
O=C(COc1ccc2ccccc2c1)NCCNC(=O)COc1ccc2ccccc2c1	-0.8%	-1%	1.2%	-9%	5	-5	1.1	i	0.8	5%	-53	718
CCCCN(CC)CCNC(=O)CCNC(=O)Cn1ccc2ccccc2c1=O	0.3%	-9%	-0.1%	-13%	-12	6	1.1	i	0.7	-9%	5	683
CC(=O)NCC(O)c1ccc([N+](=O)[O-])cc1 (stereo unspecified)	·	·	0.2%	·	·	·	·	i	0.0	-3%	16	656
Cc1ccc(Nc2c(-c3ccccn3)nc3cc(C)ccn23)cc1	4.7%	-25%	0.0%	-26%	69	74	1.5	i	1.2	7%	-2	717
CCN1CCN(CC(=O)Nc2cc(F)ccc2C)CC1	-0.9%	-5%	-0.8%	-4%	7	8	1	i	0.9	3%	2	816
More structures follow:
SMILES	CSM14.1 death rescue	PMI inhibitors	K1F lysis inhibition	PMI inhibition	WT yeast gro inh	WT yeast gro inh mutant strain	TNAP activation fold	Myeloid diff 2	Myeloid diff 2 GFP+ MAC1+ %	P. falciparum M1AAP	Lipid droplet	Lipid droplet cells 6.5 µM
O=C(C#Cc1ccccc1)c1cccc([N+](=O)[O-])c1	-3.1%	1%	0.1%	6%	78	79	1.2	i	8.3	-1%	-9	797
C/C(=N/Nc1nc(-c2ccccc2)cc(-c2ccc(F)cc2)n1)c1cccc(N)c1	-3.4%	12%	1.2%	2%	68*	25*	1.1	i	0.8	2%	42	697
Cc1ccc(CNC(=O)COC(=O)c2ccc(S(=O)(=O)N3CCCC3)cc2)cc1	-4.3%	-9%	-2.2%	-7%	1	4	1.1	i	0.7	-1%	-4	689
CCOC(=O)c1ccc(CC(=O)c2ccc(O)c(O)c2O)o1	5.6%	75%*	0.5%	19µM*	-8	-3	0.9	i	0.5	20%	-4	721
CCOC(=O)c1[nH]cnc1C(=O)Nc1ccc(F)cc1	0.2%	-5%	0.5%	-1%	3	3	1.3	i	0.6	12%	4	676
